Bioassay records: PubChem, several laboratories
ABCB6 inh 2 – human ABCB6 transporter inhibition; AID 602162; 0.19% of 360,000 active; Q9NP58; fluorescence ratio to DMSO, % at 10 µM; K562-ABCB6 porphyrin accumulation, flow cytometry, 1 h; stronger effect = lower value;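 active = fluorescence ratio to DMSO below 75%, the collection mean minus 3 SD; inconclusive = too few cells collected in the well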;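 also: signal is porphyrin accumulated inside mitochondria; 100% equals median channel fluorescence of DMSO control wells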
Target sequence (Q9NP58 whole entry, looked up): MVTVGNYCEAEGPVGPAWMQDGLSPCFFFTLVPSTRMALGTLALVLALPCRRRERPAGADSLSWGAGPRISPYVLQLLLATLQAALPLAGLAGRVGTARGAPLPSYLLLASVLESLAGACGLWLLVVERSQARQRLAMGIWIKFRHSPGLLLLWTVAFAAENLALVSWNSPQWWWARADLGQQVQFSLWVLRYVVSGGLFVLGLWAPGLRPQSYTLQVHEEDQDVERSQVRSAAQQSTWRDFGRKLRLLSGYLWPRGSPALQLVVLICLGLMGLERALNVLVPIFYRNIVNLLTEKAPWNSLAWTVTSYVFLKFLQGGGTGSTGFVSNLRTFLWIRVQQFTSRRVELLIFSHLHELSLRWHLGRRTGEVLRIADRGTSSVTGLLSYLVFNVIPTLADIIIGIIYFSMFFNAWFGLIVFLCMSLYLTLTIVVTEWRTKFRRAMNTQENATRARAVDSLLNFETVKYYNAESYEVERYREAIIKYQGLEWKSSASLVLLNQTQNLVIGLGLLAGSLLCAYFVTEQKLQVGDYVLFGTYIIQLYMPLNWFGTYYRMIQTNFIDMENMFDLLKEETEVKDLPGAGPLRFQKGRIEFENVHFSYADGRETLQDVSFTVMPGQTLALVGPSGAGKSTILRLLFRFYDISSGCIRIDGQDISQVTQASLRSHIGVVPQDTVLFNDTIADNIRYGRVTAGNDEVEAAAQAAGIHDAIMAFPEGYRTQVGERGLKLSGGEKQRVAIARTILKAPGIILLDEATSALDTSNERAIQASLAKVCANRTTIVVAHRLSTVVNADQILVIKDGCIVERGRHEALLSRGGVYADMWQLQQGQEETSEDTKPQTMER
H9c2 protect – protects H9c2 cardiomyocytes from peroxide injury; H2O2 injury protection, ATPLite, 2 h; protection from H2O2 cell death, % at 20 µM; 0.63% of 360,000 active; AID 588492;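 active = compounds giving at least 50% protection of heart cells from peroxide-induced death in the single-dose screen, raw or plate-pattern-corrected value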;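 also: 0% = DMSO wells with peroxide and 100% = DMSO wells without peroxide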
Vif imaging – inhibitors of HIV Vif; 0.35% of 340,000 active; HEK293T cells, Vif self-association by quenched fluorescence, imaging, 24 h; inhibition, % at 7.49 µM; AID 602346; in the data active = inhibition above about 50%, passing the limit was not always enough; inconclusive = no clear call, values can overlap the other calls; inactive = below about 31%; also: some results filed as inactive read as strong as hits
MC4R antag cAMP – antagonists of human melanocortin 4 receptor (MC4R); P32245; MC4R-expressing cells, MTII-stimulated cAMP, LANCE TR-FRET; inhibition, % at 6.5 µM; 0.48% of 360,000 active; AID 540295;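 active = inhibition above its plate's cutoff, the mean of tested wells on that plate plus 3 SD, cut at about 29% in these data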;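 also: 0% = Melanotan II alone and 100% = Melanotan II plus saturating MCL0020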
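Assay system: U2OS cells stably expressing human melanocortin 4 receptor (MC4R) / Dosing: 6.5 µM / Timing: compound 30 min, challenge 1 h, detection 1 h / Measured by: Eu-cAMP/anti-cAMP TR-FRET, emission 671 nm / Replicates: singlicate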
HTR2A ag – activates the mouse 5-HT2A serotonin receptor; P35363; activation, % at 7.6 µM; 0.66% of 360,000 active; CHO-K1 mHTR2A beta-arrestin complementation, luminescence; percent of 30 µM serotonin response;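 active = activation above a run cutoff, the mean activation of all tested compounds plus 3 SD, cut at about 14% in these data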;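 also: 0% = plate median of compound wells and 100% = 30 µM serotonin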
MC4R ag barr – agonists of human melanocortin 4 receptor (MC4R) beta-arrestin; P32245; U2OS MC4R beta-arrestin complementation, luminescence; percent of melanotan II response, DMSO zero; activation, % at 8.9 µM; 0.98% of 360,000 active; AID 540308;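 active = activation above a per-plate cutoff, the mean activation of sample wells on that plate plus 3 SD, cut at about 8% in these data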
CaV13 ICDI inh – Primary screen for inhibitors of IQ motif and Ca2+-dependent inactivation inhibitor domain binding in CACNA1D, Förster resonance energy transfer in living cells, …; HEK cells, CFP/YFP FRET ICDI-IQ, plate reader, 10 min; percent FRET-ratio fall versus neutral wells; AID 743397; 0.098% of 340,000 active; inhibition, % at 12.3 µM;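 active = mean replicate inhibition of at least 30% and at least 1% of replicates passing that level; inconclusive = only one of the two criteria is met; inactive = neither criterion is met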;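 also: 0% = median of the neutral control wells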
aDG glyco act – increases alpha dystroglycan glycosylation; Pro5-aDG cells, alpha-DG glycosylation AlphaScreen (IIH6); 0% Pro5, 100% B10-LARGE cell signal; activation, % at 10 µM; 0.22% of 360,000 active;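 active = activation of at least 8% versus controls, or a plate z-score of at least 8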;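 also: Pro5 are CHO cells carrying HIG-tagged alpha-DG that lacks glycosylation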
PDI inh – inhibitors of human protein disulfide isomerase. inhibition, % at 10 µM. 0.052% of 350,000 active. PDI insulin aggregation turbidity, A650, 90 min;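 active = mean inhibition across replicates of 30% or more, whatever share of single replicates reach that level; inconclusive = mean inhibition below 30% while every single replicate reaches 30%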;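 also: absorbance from insulin aggregation driven by PDI reduction with DTT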
Glyco luc inh – blocks N-linked glycosylation in D54 reporter cells; D54 ERlucT glycosylation luciferase reporter, 24 h; percent of 100 nM tunicamycin response; 0.23% of 360,000 active; reporter increase, % at 12.5 µM;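 active = mean luciferase reporter signal, scaled so untreated is 0 and the glycosylation-blocking control 100, at or above a set limit in every replicate; inconclusive = mean reaches the limit but not every replicate does; inactive = mean below the limit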;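 also: luciferase carries N-glycosylation sites so blocking glycosylation raises the light; 0% = median of neutral control wells and 100% = median of 100 nM tunicamycin wells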
* hit, by the source's call; ? = inconclusive; nt = no result given.

Sequence of screens – ABCB6 inh 2	H9c2 protect	Vif imaging	MC4R antag cAMP	HTR2A ag	MC4R ag barr	CaV13 ICDI inh	aDG glyco act	PDI inh	Glyco luc inh
> CCCCOc1ccc(C(C)NC(=O)CCS(=O)(=O)Cc2ccccc2Cl)cc1 (stereo not drawn)
  99	-6	6	6	2	11*	-5	0.4	-6	-2
> O=C(CSc1ccc(-c2ccccc2)nn1)N1CCCCC1
  96	7	-8	11	-6	-0.3	0	3.4	5	5
> Cc1snc(SCc2ccc(Cl)cc2)c1C#N
  95	-10	4	-3	0	0.0	-19	0.0	-13	-3
> CCCCn1c(N)c(N(CCOC)C(=O)C2CCN(c3ncnc4sc(C)c(C)c34)CC2)c(=O)[nH]c1=O
  104	10	-16	2	-1	-1.8	-4	0.0	5	-1
> CCC1NC(=O)c2cc3ccccc3cc2-n2c1nc1cc(F)ccc1c2=O (stereo not drawn)
  98	-4	-4	8	-6	1.6	-5	-0.2	-1	4
> CSCCC(NC(=O)c1cccc(C)c1)C(=O)Nc1sccc1C(N)=O (stereo not drawn)
  101	-1	31	10	-8	-2.0	-4	0.0	-11	-3
> CCOc1ccc(NC(=O)CSC2=NCCN2)cc1
  92	-2	5	-2	2	-1.1	-17	0.0	9	3
> O=C(CSCc1ccc([N+](=O)[O-])cc1)NN=C1CCCCCC1
  102	2	16	0	-3	-0.4	-7	-0.3	17	0
> Cc1ccccc1OCc1nc2c3cnn(C)c3ncn2n1
  98	0	-2	8	1	-1.7	-6	-0.2	-1	2
> Cc1ccc(C(=O)O)cc1NC(=S)NC(=O)c1ccc(-c2ccccc2)cc1
  101	-21	2	21	0	0.3	-4	-0.1	10	0
> COCCN(C(=O)COC(=O)c1cccs1)c1c(N)n(Cc2ccccc2)c(=O)[nH]c1=O
  93	7	4	3	5	-3.5	-2	0.2	-4	0
> C=C(C)Cn1c(SCC(=O)O)nnc1-c1ccc(OC)cc1
  103	5	-2	0	3	1.6	-3	0.0	-2	0
> Cc1c(C(=O)Nc2cccc3cccnc23)oc2ccccc12
  100	-6	2	6	-1	-1.4	-8	-0.1	-6	-1
> O=C(CCC(=O)OCc1cccc([N+](=O)[O-])c1)Nc1ccc(F)cc1
  101	2	0	1	4	1.4	-10	-0.5	6	1
> COc1ccc(CN2CCNC(=O)C2CC(=O)NCc2cn[nH]c2-c2ccccc2)c(F)c1 (stereo not drawn)
  91	-2	7	1	2	-1.5	-16	0.2	2	0
> CCc1nn2c(=O)c(S(=O)(=O)Nc3ccc(Cl)cc3)c(C)nc2s1
  97	-11	9	9	-3	0.4	-5	0.2	10	-3
> O=C1Nc2c(Br)cc(Br)c3cccc1c23
  92	6	8	-27	-1	2.5	-4	-0.2	2	-1
> O=C(CC(c1ccccc1)(c1ccccc1)c1ccccc1)N[C@@H](Cc1ccc(O)cc1)C(=O)O
  92	-3	-6	4	4	-1.8	-11	-0.1	10	1
> CCN(CC)S(=O)(=O)c1c(OC)cc(C)c(Cl)c1C
  85	-7	-8	-12	-3	-0.9	-2	-0.1	-4	0
> COC(=O)c1ccc(NC(=O)c2ccccc2SC)cc1
  99	0	1	0	4	-1.2	-8	0.7	2	1

Next entries.
Sequence of screens – ABCB6 inh 2	H9c2 protect	Vif imaging	MC4R antag cAMP	HTR2A ag	MC4R ag barr	CaV13 ICDI inh	aDG glyco act	PDI inh	Glyco luc inh
> CCCn1c(SCC(=O)c2c[nH]c3ccccc23)nnc1-c1ccncc1
  105	1	-11	5	-3	-2.2	-17	0.5	-3	1
> CCCn1nc(C(=O)NCCN2CCOCC2)c2ccccc2c1=O
  99	15	4	4	0	2.2	-5	-0.1	11	0
> COc1cc(/C=N/Nc2ncnc3sc4c(c23)CCC4)ccc1O
  102	18	0	-57	-2	-2.1	-18	-0.5	-13	-1
> CN(Cc1ccccc1)c1ccc(C(CC(N)=O)NC(=O)c2ccc(Br)cc2)cc1[N+](=O)[O-] (stereo not drawn)
  93	-16	-2	12	-9	-2.1	-9	0.4	14	3
> O=C(O)c1ccc(NC(=O)c2cccc(NC(=O)c3cccs3)c2)cc1
  101	0	-3	5	9	1.2	nt	-0.1	7	1
> COCc1[nH]nc2c1C1(CCC3(CC1)OCCO3)C(C#N)=C(N)O2
  100	4	7	5	2	-1.6	nt	-0.1	-6	-2
> O=C(COc1ccc(F)cc1Br)Nc1ccccc1N1CCCC1
  99	-12	6	5	-3	3.9	-5	-0.1	-2	2
> COC(=O)[C@H]1C[C@H](OC(=O)Nc2c(C)noc2C)[C@@]2(O)CN(S(=O)(=O)c3ccc(C)cc3)CC2[C@H]1C(=O)OC (stereo partly drawn)
  95	6	2	5	16*	-2.0	-5	0.0	-7	1
> Cc1cccc(NC(=O)c2cc(=O)c3ccccc3o2)c1
  96	18	10	5	-2	-0.4	-15	0.0	2	2
> CCn1cc(C(=O)OCC(=O)N(C)Cc2ccccc2)c(=O)c2ccc(C)nc21
  216	3	-1	11	-2	-1.0	-3	0.0	-1	1
> Oc1ccccc1Oc1c(F)c(F)nc(N2CCCC2)c1F
  105	-12	-3	6	4	1.9	-7	-0.1	-5	-1
> Cc1ccc(NC(=S)NC(NC(=O)c2ccco2)C(Cl)(Cl)Cl)cc1 (stereo not drawn)
  103	-14	nt	0	-4	-1.4	-3	0.1	-15	7
> CCC(=O)Nc1cccc(C2=NOC3(C2)C[C@@H](C(N)=O)N(C(=O)c2ccccc2C(=O)c2ccccc2)C3)c1 (stereo partly drawn)
  93	7	28	4	1	0.2	-5	-0.1	-1	1
> Cc1ccc(/C=N/NC(=O)C(C)Oc2cccc3ccccc23)o1 (stereo not drawn)
  98	-9	2	-1	0	0.7	nt	0.1	6	-2
> O=C(CCNC(=O)c1ccc(Br)o1)NCc1ccccc1Cl
  99	6	nt	1	-7	0.9	-5	-0.1	1	0
> CN1CCN(c2ccc(S(=O)(=O)N3CCOCC3)cc2NC(=O)CC(C)(C)C)CC1
  88	-6	?	2	2	-0.4	-6	-0.1	-4	1
> O=S(=O)(NCc1ccc2c(c1)OCO2)c1cccc(S(=O)(=O)N2CCOCC2)c1
  96	0	-2	-2	-1	-1.5	nt	0.2	-16	-1
> CCn1cc(CNC(=O)C2CCC(=O)N(CCc3cccc(F)c3)C2)cn1 (stereo not drawn)
  102	4	nt	4	2	-1.7	-4	-0.2	7	0
> COc1ccccc1NC(=O)CN1CCN(CC(=O)Nc2ccc(S(N)(=O)=O)cc2)CC1
  96	-5	13	-3	-6	-0.5	-21	-0.1	21	2
> CCOC(=O)N1CCN(C(=O)CSc2nnc(-c3ccc(C)c(C)c3)o2)CC1
  101	-15	10	16	-2	1.4	-2	-0.1	nt	-1

New compounds follow
Sequence of screens – ABCB6 inh 2	H9c2 protect	Vif imaging	MC4R antag cAMP	HTR2A ag	MC4R ag barr	CaV13 ICDI inh	aDG glyco act	PDI inh	Glyco luc inh
> COc1ccc(N2CCN(C(c3ccco3)c3sc4nc(C)nn4c3O)CC2)cc1 (stereo not drawn)
  108	2	0	10	1	-2.7	-17	-0.4	16	1
> Clc1ccc(CN2CCN(c3ncccn3)CC2)cc1
  95	-2	-9	6	29*	-0.5	-21	0.0	9	1
> c1cc(-c2noc(CC3CCCCC3)n2)ccn1
  103	5	nt	7	-2	-0.2	nt	0.0	-2	-2
> Cc1ccc(NCSc2ccc(Cl)cc2)cc1
  97	-8	8	9	0	1.8	-5	0.0	-1	2
> Cc1ccc(C)c(N2CCN(C(=O)CCS(=O)(=O)c3ccc4c(c3)NC(=O)C(C)S4)CC2)c1 (stereo not drawn)
  93	-9	-7	4	2	-2.6	-11	2.7	-15	-6
> CCOC(=O)c1ccc(NC(=O)c2ccc(NS(C)(=O)=O)cc2)cc1
  94	-13	-7	11	1	-1.3	-6	0.2	9	5
> CCn1c(SCc2nc3ccccc3[nH]2)nnc1-c1cccnc1
  122	1	3	1	-1	-2.2	-4	-0.1	0	2
> CCCc1cc(=O)oc2c(C)c(OCC(=O)NC3CC(C)(C)NC(C)(C)C3)ccc12
  105	7	-3	2	1	-1.0	-3	-0.1	2	1
> CC(C)(CNC(=O)c1cccs1)N1CCOCC1
  87	-3	-2	-4	-4	3.0	-3	-0.1	6	2
> CCCNC(=O)C1(C)CCN(C(=O)c2cc(C)n(C(C)(C)C)n2)C1 (stereo not drawn)
  99	-2	16	6	-3	-1.6	-7	0.4	-6	1
> Cc1cccc(N2C(=O)C3C4CC(=O)C(c5ccccc54)C3C2=O)c1C (stereo not drawn)
  98	-3	7	12	1	0.2	-14	-0.2	7	4
> CCCn1c(N)c(Sc2ccc(Cl)cc2)c(=O)n(CCC)c1=O
  102	12	-15	1	23*	-3.7	-6	0.3	-14	-1
> Cc1cc(NC(=O)CCC(=O)N(Cc2ccco2)C2(C(=O)NC3CCCCC3)CCCC(C)C2)no1 (stereo not drawn)
  96	-2	31	-3	2	-0.7	-3	0.1	-6	-1
> Cc1cc(C(=O)NCc2ccc(S(N)(=O)=O)cc2)c(C)o1
  98	6	4	-5	-4	2.2	-8	0.0	9	2
> O=C(Nc1ccsc1C(=O)NC1CCCCC1)c1ccccc1
  94	-2	-3	12	2	6.6	-6	0.1	6	-5

A few values from above:
For CaV13 ICDI inh, Clc1ccc(CN2CCN(c3ncccn3)CC2)cc1 is entered as -21
For aDG glyco act, Cc1cc(NC(=O)CCC(=O)N(Cc2ccco2)C2(C(=O)NC3CCCCC3)CCCC(C)C2)no1 (stereo not drawn) is entered as 0.1
